From PubChem BioAssay
POLH inh = inhibitors of human DNA polymerase eta; Q9Y253; recombinant Pol eta, fluorescent DNA replication assay; Potency, µM (titrated, usually from 114 µM), without a hit: top-dose activity change, negative = inhibition, actives largely listed as inhibitors; 390,000 tested, 1.2% active; note: % is set by controls: 0 for no effect and ±100 for the full control effect
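Pol eta at 10 nM preincubated with compounds 15 min at room temperature; reaction started with fluorescent substrate (50 nM final) and read kinetically at 0 and 10 min.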
POLI inh = inhibitors of human DNA polymerase iota; Q9UNA4; 390,000 tested, 1% active; Pol iota fluorescent replication assay, 10 min; Potency, µM (titrated, usually from 115 µM), for the others: at the highest dose activity, negative = inhibition, actives largely listed as inhibitors
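Fluorescent replication assay read twice, at 0 min and 10 min after adding 50 nM (final) substrate. Enzyme (10 nM) and compounds were first incubated 15 min at room temperature; enzyme-free buffer wells were negative controls.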
BAZ2B inh = BAZ2B (human) inhibition. AlphaScreen BAZ2B-H3K14Ac peptide displacement. 360,000 tested, 4.4% active. Potency, µM (titrated, usually from 114 µM), for inactives: at the highest dose activity change, negative = inhibition, hits mostly inhibitors; note: % is set by controls: 0 for no effect and ±100 for the full control effect; nearly all actives have a fitted effect of over 60% in size
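Compounds, titrated to a top concentration of 110 uM, were incubated 30 min at room temperature with preformed BAZ2B/acetyl-K14 H3 peptide complex (50 nM each). Proximity signal was measured by AlphaScreen after 20 min with beads.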
APE1 inh = blocks human APE1 abasic DNA cleavage | P27695 | recombinant APE1, TAMRA/BHQ-2 abasic DNA cleavage fluorescence | Potency, µM (series often up to 65.8 µM), inactives show at the highest dose activity change, negative = inhibition, actives largely listed as inhibitors | 350,000 tested, 0.35% active | AID 2517;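 note: plate controls were vehicle for no effect and reference inhibitor for full effect; nearly all actives have a fitted effect of over 55% in size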
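Measures dequenching upon AP-site incision of a 5'-TAMRA/3'-BHQ-2 THF-containing duplex, 50 nM; human APE1 0.75 nM after 15 min room-temperature exposure to compound; kinetic three-point read at one-minute spacing.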
G9a block = blocks human histone lysine methyltransferase G9a | Potency, µM (highest dose often 102 µM), for inactives: at the highest dose activity, negative = inhibition, usual class: inhibitors | AID 504332 | G9a H3K9 monomethylation, AlphaScreen, 2 h | 350,000 tested, 8.8% active; note: % is set by controls: 0 for no effect and ±100 for the full control effect; nearly all actives have a fitted effect of over 75% in size
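Readings reflect AlphaScreen signal from monomethyl-H3K9 antibody detection. HMT at 20 nM; substrate b-H3K9 500 nM; cofactor SAM 20 uM; 2 h RT reaction; compounds tested as titrations in qHTS with 15 min preincubation.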
BLM inh = blocks DNA unwinding by human BLM helicase; recombinant BLM DNA unwinding, fluorescence dequenching; P54132; 350,000 tested, 0.2% active; Potency, µM (top dose mostly 56.1 µM), without a hit: at the top dose activity change, negative = inhibition, usual class: inhibitors;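 note: plate controls were vehicle for no effect and no enzyme for full effect; nearly all actives have a fitted effect of over 35% in size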
POLK inh = DNA polymerase kappa (human) inhibition. Q9UBT6. purified Pol kappa, fluorescent DNA synthesis assay, 10 min. Potency, µM (top dose mostly 107 µM), without a hit: at the highest dose activity, negative = inhibition, hits mostly inhibitors. 400,000 tested, 0.53% active; note: % is set by controls: 0 for no effect and ±100 for the full control effect
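Here, compound and 10 nM enzyme are combined for 15 min at room temperature; adding 50 nM substrate (final) starts DNA synthesis, tracked by fluorescence at 0 and 10 min against buffer-only wells.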
JMJD2A Tudor = inhibitors of human JMJD2A Tudor domain; O75164; AlphaScreen JMJD2A-Tudor / H3K4me3 peptide binding; Potency, µM (series often up to 114 µM), inactives show top-dose activity change, negative = inhibition, actives largely listed as inhibitors; 390,000 tested, 4.4% active; note: % is set by controls: 0 for no effect and ±100 for the full control effect; nearly all actives have a fitted effect of over 50% in size
Target sequence (O75164 whole entry, looked up, the tested form may be a part): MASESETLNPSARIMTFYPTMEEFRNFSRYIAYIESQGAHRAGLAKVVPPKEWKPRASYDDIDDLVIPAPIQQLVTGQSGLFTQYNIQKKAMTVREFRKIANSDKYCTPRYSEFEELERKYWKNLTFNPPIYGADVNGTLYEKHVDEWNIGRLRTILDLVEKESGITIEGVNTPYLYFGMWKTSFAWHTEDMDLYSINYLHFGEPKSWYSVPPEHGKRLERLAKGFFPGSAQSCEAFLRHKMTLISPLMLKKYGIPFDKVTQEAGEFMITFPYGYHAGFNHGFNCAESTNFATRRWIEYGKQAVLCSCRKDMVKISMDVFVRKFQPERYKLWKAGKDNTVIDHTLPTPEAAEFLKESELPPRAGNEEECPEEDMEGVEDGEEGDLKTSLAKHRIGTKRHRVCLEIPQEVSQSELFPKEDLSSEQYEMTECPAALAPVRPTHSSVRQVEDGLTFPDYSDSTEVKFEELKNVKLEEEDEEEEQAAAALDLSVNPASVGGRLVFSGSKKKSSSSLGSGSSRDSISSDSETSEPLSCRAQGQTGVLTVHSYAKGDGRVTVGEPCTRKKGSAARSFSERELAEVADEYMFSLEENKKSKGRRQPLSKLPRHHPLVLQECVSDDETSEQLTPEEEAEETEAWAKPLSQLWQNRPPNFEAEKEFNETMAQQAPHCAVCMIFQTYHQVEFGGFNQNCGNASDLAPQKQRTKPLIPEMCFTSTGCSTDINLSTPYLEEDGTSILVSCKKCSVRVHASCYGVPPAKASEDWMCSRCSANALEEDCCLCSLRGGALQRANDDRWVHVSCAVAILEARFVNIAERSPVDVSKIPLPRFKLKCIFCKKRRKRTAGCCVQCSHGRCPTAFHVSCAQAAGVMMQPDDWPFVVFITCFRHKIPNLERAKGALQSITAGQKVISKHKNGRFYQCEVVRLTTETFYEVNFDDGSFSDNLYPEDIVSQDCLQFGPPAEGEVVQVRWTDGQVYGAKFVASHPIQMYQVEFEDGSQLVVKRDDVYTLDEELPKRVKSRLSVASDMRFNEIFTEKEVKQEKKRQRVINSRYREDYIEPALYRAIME
POLB inh = inhibitors of human DNA polymerase beta. Pol beta primer extension/strand displacement, fluorescence kinetic. Potency, µM (highest dose often 114 µM), for the others: at the top dose activity change, negative = inhibition, actives largely listed as inhibitors. 340,000 tested, 1.3% active. AID 485314; note: % is set by controls: 0 for no effect and ±100 for the full control effect
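Reaction started by 50 nM substrate onto compound-treated Pol beta (10 nM, 15 min preincubation, room temperature); plates read at 0 min and 10 min. Normalized concentration-effect data fitted by four-parameter Hill equation.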
* marks the source's active call; other numbers are inactive results; ? = inconclusive; / = not tested or not shown; & = joins results of further samples; [ ] = remark or other dose. Calls come from the whole dose curve; as a rule, active = well fitted curve in the direction sought with a large enough effect; inconclusive = small, poorly fitted or top-dose-only effect, or another doubt; inactive = no such curve, though single readings can be large; an effect the other way counts as inactive or inconclusive. Potency is the fitted concentration of half-maximal effect. Not all compounds are listed. The share of hits here may be higher or lower than overall.

Second line of a record: POLH inh	POLI inh	BAZ2B inh	APE1 inh	G9a block	BLM inh	POLK inh	JMJD2A Tudor	POLB inh
CCOC(=O)[C@H]1[C@H]2COc3ccc(OC)cc3[C@@H]2N2C(=O)c3cc(OC)c(OC)cc3NC(=O)[C@@]12C
  -21.7%	6.4%	-0.9%	0.7%	-4.7%[2.33 µM]	/	-13.3%	-20.0%	/
Cc1ccc(C(=O)Nc2ccccc2-c2ccccc2)cc1[N+](=O)[O-]
  0.2%	-10.4%	-6.5%	-8.2%	-10.6%[59 µM]	-4.6%	-12.8%	?	1.3%
CS(=O)(=O)Nc1cccc(C(=O)OCCCOc2ccc(F)cc2)c1
  -29.6%	7.3%	0.3%	-7.0%	12.8%	-8.8%	-1.0%	-8.9%	34.7%
CN(C)C(=O)CSc1n[nH]c(=O)n1CCc1ccccc1
  -2.8%	55.2%[activator]	2.3%	14.1%	19.3%	-3.9%	0.0%	1.1%	89.2%
Cc1nn(-c2cccc(Cl)c2)c2c1C(c1ccncc1)C(C#N)=C(N)O2 (stereo unspecified)
  -6.3%	9.4%	39.8µM*	13.2%	?	-9.1%	-13.9%	79.4µM*	8.1%
CCOC(=O)NCc1cc(-c2nn(C)c(=O)c3ccccc23)ccc1C
  -6.3%	23.0%	2.3%	-3.3%	?	2.0%	3.6%	1.2%	12.6%
CCOc1ccc(C2C(C(N)=O)=C(C)Nc3nc(-c4ccc(OC)cc4)nn32)cc1 (stereo unspecified)
  0.9%	17.3%	8.6%	/	7.5%[59 µM]	-3.7%	-16.4%	-5.5%	14.0%
COc1ccccc1NC(=O)Nc1nc(CC(=O)NCc2ccccn2)cs1
  -15.0%	2.7%	-1.5%	47.5%[activator]	2.0%	/	-2.7%	-18.9%	/
O=C(Cc1ccccc1)Nc1ccccc1C(=O)O
  -12.3%	-6.8%	-6.3%	26.5%	?	-2.2%	10.3%	-13.7%	9.7%
Cc1ccc(C(=O)NCCSc2c[nH]c3ccccc23)cc1C
  -20.6%	-3.0%	-25.3%	/	?	-9.4%	-17.6%	-29.0%	-9.7%
CCOc1ccc(C(=O)CCC(=O)N2CCC(C(=O)OC)CC2)cc1
  -11.7%	6.2%	1.6%	20.0%	12.9%	-3.8%	-9.6%	-9.4%	39.0%
Cc1cc2ccccc2cc1C(=O)c1ccccc1
  -6.9%	-0.2%	/	/	/	/	-19.8%	126.9%[activator]	/
CCCCCOC(=O)C1[C@H]2C(=O)N(c3ccccc3CC)C[C@]23C=C[C@H]1O3 (stereo partly specified)
  -10.1%	?	8.3%	28.0%	?	-5.5%	-15.3%	-33.1%	19.2%
O=c1c(-c2cc(F)cc(F)c2)nc2cnc(N3CCNCC3)nc2n1Cc1ccc(F)cc1
  /	/	/	?	14.4%[0.501 µM]	35.5µM*	-14.2%[60.1 µM]	/	/
CCc1cccc(CC)c1NC(=O)COC(=O)c1cccc(-c2ccc(OC(C)=O)cc2)c1
  -9.8%	9.4%	0.3%	1.7%	30.8%[59 µM]	-1.3%	-13.3%	-11.3%	48.4%
O=C1c2cccc([N+](=O)[O-])c2C(=O)N1CCO
  14.1%	34.6%[activator]	-12.0%	10.5%	-37.3%	-7.7%	15.2%	6.2%	-1.2%
COc1ccc(S(=O)(=O)N2CCC(C(=O)N3CCCCC3)CC2)cc1OC
  -20.4%	16.1%	-6.0%	?	9.8%[12.7 µM]	0.4%	-10.9%	-6.3%[57.1 µM]	13.5%
COc1ccc(C(=O)n2nc(C)c(Br)c2C)cc1
  8.8%	28.8%	-1.9%	3.0%	-4.2%	0.7%	-2.4%	-3.5%	0.6%
COc1cccc(-c2nc(CSCC(=O)NCC3CCCO3)c(C)o2)c1 (stereo unspecified)
  -13.2%	6.6%	-2.2%	-1.0%	-36.9%	0.9%	-8.5%	-20.3%	5.3%
COc1cc2c(c(OC)c1OC)-c1ccc(SC)c(=O)cc1C(NC(=O)c1ccccc1)CC2 (stereo unspecified)
  -15.9%	8.6%	/	/	/	/	-6.1%	-34.0%	/
COc1ccc(NC(=O)/C(C#N)=C/c2ccc(OCc3cc(=O)n4nc(C)sc4n3)cc2)cc1
  ?	?	0.7%	/	-6.0%[59 µM]	-6.8%	-36.6%	-13.6%	-2.0%
Cc1nc(NC(=O)c2ccccc2)sc1C1(C)CC(c2c(Cl)cccc2Cl)=NO1 (stereo unspecified)
  -12.1%	-0.4%	-21.4%	-2.5%	?	-7.4%	-22.1%	-34.8%	16.8%
COc1ccccc1NC(=O)CN(c1ccc([N+](=O)[O-])cc1)S(=O)(=O)c1ccccc1
  -11.3%	96.3%[activator]	-30.8%	-2.7%	?	-3.7%	-16.2%	-21.0%	-23.0%
COc1ccc(NC(=O)c2ccc(CNc3c(NC4CCCCC4)c(=O)c3=O)cc2)c(OC)c1
  -2.1%&-8.9%	8.4%&-2.4%	9.5%	3.4%	-6.1%	-4.8%	-7.6%&18.1%	-7.6%&-17.9%	-7.2%
Cc1ccc(SCC(=O)OCC(=O)NCc2cccs2)cc1
  -0.3%	31.1%[activator]	-1.3%	9.0%	-3.7%[0.501 µM]	/	-3.7%	-9.2%	/
CC1SCC(=O)N(CC(=O)NCc2ccccc2)C1=O (stereo unspecified)
  -17.1%	13.3%	-12.4%	-1.0%	-7.1%	-2.1%	3.2%	-11.4%	15.5%
CSC1=NC2(C[C@H]2c2ccccc2)C(=O)N1C (stereo partly specified)
  -0.5%	152.3%[activator]	/	/	/	/	-6.1%	-10.1%	/
